High-throughput results (PubChem BioAssay)
FadD28 binding = inhibitors of Mycobacterium tuberculosis FadD28 bisubstrate binding; FadD28 bisubstrate probe binding, fluorescence polarization; inhibition, % at 12.5 µM; 0.22% of 360,000 active; AID 588549; in the data active = inhibition above about 8.5%, passing the limit was not always enough; inconclusive = no clear call, values can overlap the other calls
PrPC surface inh = reduces human prion protein on the cell surface; P04156; cell surface PrPC, TR-FRET read-out; inhibition, % at 13.8 µM; 0.43% of 370,000 active; AID 720596; in the data active = inhibition above about 24%; note: 0% = median of the test wells and 100% = reference compound wells
FBA Mtb inh = inhibitors of M. tuberculosis fructose-bisphosphate aldolase; 2.3% of 360,000 active; P9WQA3; inhibition, % at 1 µM; purified M. tuberculosis FBA, fluorescence read-out; in the data active = inhibition above about 27%;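 note: 0% = vehicle and 100% = reference inhibitor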
Target sequence (P9WQA3 whole entry, looked up): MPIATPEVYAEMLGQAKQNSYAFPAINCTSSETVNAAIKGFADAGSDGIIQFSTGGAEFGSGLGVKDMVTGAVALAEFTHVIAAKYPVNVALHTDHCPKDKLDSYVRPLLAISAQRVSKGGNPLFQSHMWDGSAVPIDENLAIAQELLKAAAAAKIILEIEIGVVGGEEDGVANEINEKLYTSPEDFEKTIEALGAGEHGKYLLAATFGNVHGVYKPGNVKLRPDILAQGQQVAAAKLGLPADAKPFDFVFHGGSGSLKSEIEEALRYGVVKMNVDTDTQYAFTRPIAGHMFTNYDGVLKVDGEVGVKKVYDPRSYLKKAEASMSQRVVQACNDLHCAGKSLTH
CCHFV vOTU inh = blocks the CCHF virus ovarian tumor domain protease; CCHFV vOTU protease, Pep-AMC fluorescence; AID 651958; inhibition, % at 11.5 µM; 0.55% of 370,000 active; note: 0% = vehicle wells with enzyme and 100% = no enzyme wells
BioA inh = blocks M. tuberculosis BioA enzyme activity | 0.096% of 360,000 active | purified M. tuberculosis BioA enzyme, plate reader | AID 602481 | inhibition, % at 9.99 µM; in the data active = inhibition above about 40%; inconclusive = no clear call, values can overlap the other calls
BoNT-A LC inh2 = blocks Botulinum neurotoxin A light chain protease; multiplex microsphere protease substrate cleavage, flow cytometry; inhibition, % at 10 µM; 0.17% of 360,000 active; AID 588499; in the data active = inhibition above about 30%; inconclusive = no clear call, values can overlap the other calls; note: plate controls were buffer without enzyme for full effect and enzyme alone for no effect
GDH-TPI counter = GDH-TPI coupled enzyme inhibition counter-screen; GDH-TPI coupled enzyme counterscreen, NADH absorbance; inhibition, % at 4.8 µM; 1.2% of 360,000 active;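 note: 0% = DMSO wells and 100% = wells lacking the enzyme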
BoNT-F LC inh = inhibitors of Botulinum neurotoxin F light chain protease; 0.22% of 360,000 active; inhibition, % at 10 µM; Multiplex microsphere protease cleavage assay, flow cytometry; AID 588497; in the data active = inhibition above about 35%, passing the limit was not always enough; inconclusive = no clear call, values can overlap the other calls; note: plate controls were buffer without enzyme for full effect and enzyme alone for no effect
Mtb UGM inh = blocks M. tuberculosis UGM enzyme; purified UGM, fluorescence polarization probe displacement; inhibition, % at 10 µM; 0.06% of 320,000 active; in the data active = inhibition above about 10%, passing the limit was not always enough; inconclusive = no clear call, values can overlap the other calls
Target sequence (P9WIQ1 whole entry, looked up): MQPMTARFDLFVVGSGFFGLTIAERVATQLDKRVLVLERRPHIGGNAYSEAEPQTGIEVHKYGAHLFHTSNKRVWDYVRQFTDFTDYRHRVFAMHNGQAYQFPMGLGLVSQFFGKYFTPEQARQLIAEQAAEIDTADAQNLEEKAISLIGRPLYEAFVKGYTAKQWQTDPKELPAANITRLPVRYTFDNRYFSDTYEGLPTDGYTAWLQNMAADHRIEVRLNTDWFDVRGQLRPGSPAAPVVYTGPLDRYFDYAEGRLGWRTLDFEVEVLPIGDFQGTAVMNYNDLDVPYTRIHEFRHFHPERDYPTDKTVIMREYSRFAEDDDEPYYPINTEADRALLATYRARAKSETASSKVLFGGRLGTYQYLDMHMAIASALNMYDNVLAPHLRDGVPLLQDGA
Starred values were filed as active, the others as inactive; u = inconclusive; x = no result given. Cut-off read from the data, not from the text of the source, unless noted: active = inhibition above about 30%; inactive = the rest. The order is random, and some 4.8% of all compounds hit somewhere here.

SMILES	FadD28 binding	PrPC surface inh	FBA Mtb inh	CCHFV vOTU inh	BioA inh	BoNT-A LC inh2	GDH-TPI counter	BoNT-F LC inh	Mtb UGM inh
O=C(Cc1c2ccccc2nc2ccccc12)c1ccccc1	-2.4	8	11	-14	x	-0.3	17	-5	1.3
COc1cccc(N=C(N)N=C(N)N)c1	-2.0	-4	4	0	1.3	-4.3	18	u	3.8
CCOC(=O)c1cnc(-n2nc(C)cc2C)nc1NNc1nc(C)cc(C)n1	-0.3	0	2	-7	-2.7	-3.5	19	u	0.6
CCOC(=O)c1cccc(-c2ccc(C=O)o2)c1	-2.1	0	2	10	-0.4	1.5	25	3	3.1
Cc1cccc2cc(-c3nc4c(C)cccn4c3NCc3ccco3)c(=O)[nH]c12	-2.0	8	1	10	-1.6	-0.2	5	-6	0.9
O=c1cc(CO)oc(C(Nc2cccc([N+](=O)[O-])c2)c2ccccn2)c1O (configuration not stated)	-0.7	-8	0	-5	0.1	-0.1	-4	-5	-0.5
S=c1[nH]nc(-c2cc3ccccc3o2)n1Cc1ccccc1	-0.1	15	132*	-17	8.7	0.3	20	7	0.6
O=C(Nc1nc(=O)c2ccccc2s1)c1ccccc1	-0.6	-5	5	-1	-1.8	-0.2	14	-16	2.2
NCCc1nc(-c2ccccc2)cs1	-1.7	8	-1	7	-1.0	-0.8	3	-5	1.1
CCCCCN1CC(O)=C(c2ccccc2)C1=N	-3.2	-2	-4	-9	-0.1	0.3	-1	18	-2.3
Cc1ccc(S(=O)(=O)/N=S(/c2ccccc2)C(C)C)cc1 (configuration not stated)	-4.2	-5	-3	-4	x	u	-4	u	-0.1
O=C(NCc1ccccc1Cl)c1ccc(S(=O)(=O)NCc2ccco2)cc1	-3.2	1	-1	0	4.5	-2.6	-6	-3	x
COc1ccc(C=C(C(C)=O)C(C)=O)cc1OC	-3.2	9	-2	-11	x	0.2	15	8	2.1
O=C(COc1ccc2ccc(=O)oc2c1)Nc1ccc(N2CCOCC2)cc1	1.0	3	13	-18	x	-0.1	9	-7	1.3
CC(=O)c1sc2c(c1OC(=O)c1ccc(Cl)cc1Cl)c(=O)n(-c1ccccc1)c(=S)n2-c1ccccc1	-3.7	20	-2	9	-0.1	-1.2	14	16	0.4
COc1ccccc1C(=O)Nc1nnc(S(=O)(=O)N2CCC(C)CC2)s1	0.7	-1	16	4	0.1	2.5	12	3	1.4
Cc1cc2nc(NCCCO)n(CC(=O)c3cc(C(C)(C)C)c(O)c(C(C)(C)C)c3)c2cc1C	-1.4	-5	0	11	-1.6	-0.1	4	-11	0.5
Cc1ccc(CNc2c(C=O)c(=O)[nH]c3ccccc23)cc1	-3.8	10	1	15	-0.1	-3.6	-9	u	0.6
CN(C)C(=O)Oc1ccc(-c2cn3cc(Cl)ccc3n2)cc1	-1.5	-4	13	-1	-0.7	2.4	16	2	0.4
CNC(=O)CN(c1cc(OCCOC)c(Cl)cc1Cl)S(=O)(=O)c1ccc(OC)cc1	-16	-5	-1	12	x	-0.5	7	4	0.3
COc1cccc(C(=O)NCc2n[nH]c(=S)n2-c2cccc(C)c2)c1	-4.9	-3	-2	-3	-0.4	-0.6	5	9	-1.6
C=CCn1c(SC(C)C(=O)NCc2ccc3c(c2)OCO3)nnc1C1CCCCC1 (configuration not stated)	-3.3	1	1	6	x	1.0	11	4	-2.6
CCN(CC)c1ccc([N+](=O)[O-])c2cccnc12	0.2	-19	-12	12	x	3.4	7	6	-0.9
COc1ccc(C(=O)NC(C(=O)N2CCN(C/C=C/c3ccccc3)CC2)C(C)C)cc1 (configuration not stated)	-2.3	-7	2	-8	1.4	-0.6	12	4	x
CCOc1ccc2nc(SCC(=O)NC(=O)C(C)C)sc2c1	-1.3	1	-1	9	-2.7	0.9	4	-9	x
Next part.
SMILES	FadD28 binding	PrPC surface inh	FBA Mtb inh	CCHFV vOTU inh	BioA inh	BoNT-A LC inh2	GDH-TPI counter	BoNT-F LC inh	Mtb UGM inh
C[C@]12CCC3C(CC=C4C[C@@H](O)CC[C@@]43C)C1CCC2[C@]1(C)CCC(=O)O1 (some centres not stated)	-1.7	6	2	-8	-0.2	1.1	2	8	0.2
CN(C(=O)COC(=O)c1ccc(Cl)nc1)C1CCS(=O)(=O)C1 (configuration not stated)	-0.6	-2	-1	-3	0.7	0.0	-2	-8	0.0
C=CCn1c(SCCN2CCCC2)nc2c([nH]c3ccccc32)c1=O	-2.6	1	1	2	x	-0.2	8	0	-2.0
C=CCOC(=O)C(C#N)c1nc2ccccc2nc1N1CCN(c2ccccc2OC)CC1 (configuration not stated)	-3.8	-9	-4	9	1.7	-0.5	2	-6	2.3
COc1ccc(CCN2C(=O)COc3ccccc3C2C(=O)Nc2ccc3c(c2)OCCO3)cc1OC (configuration not stated)	x	5	x	-3	x	0.6	x	0	x
CCN(CC)S(=O)(=O)c1ccc(N2CCOCC2)c(NC(=O)C2COc3ccccc3O2)c1 (configuration not stated)	-1.1	5	-2	16	-0.7	2.8	-1	-2	3.0
O=C(NCCN1CCN(c2cccc(Cl)c2)CC1)c1cccn2c(=O)c3ccccc3nc12	-1.1	-5	3	-5	x	2.0	14	9	x
COc1ccc(NS(=O)(=O)c2c(C)[nH]c(C)c2C(=O)N2CCCCC2)cc1Cl	-0.2	8	4	9	1.3	1.4	-8	1	-3.3
Cc1cccc(COC(=O)C(Cc2ccccc2)NC(N)=O)c1 (configuration not stated)	-2.8	6	2	-10	-0.1	0.0	-11	-1	0.1
COc1ccc(C(=O)NCC(C)CN(C)C)cc1 (configuration not stated)	-3.9	-6	2	0	0.8	0.3	-2	12	-1.0
CC1=C(C(=O)Nc2ccc(Br)cc2)C(c2ccco2)NC(=O)N1 (configuration not stated)	0.1	-4	3	14	-0.8	-0.9	3	2	3.2
COc1ccc(-c2cc(-c3ccco3)[nH]c(=O)c2C#N)cc1OC	5.4	-18	49*	0	-12	-0.3	28	-12	-4.6
O=C(O)c1ccccc1C(=O)NCC(O)c1ccccc1 (configuration not stated)	-3.3	0	-1	-8	x	-0.5	3	-3	0.4
O=C(N1CCOCC1)N1CCc2ccccc21	-0.6	-2	1	-7	-1.6	0.3	7	17	1.5
CC(Cc1ccccc1)NC(N)=O (configuration not stated)	-3.1	-1	4	-7	-0.7	-5.5	-5	u	2.7
CCc1nnc(NC(=O)CSc2nnc(-c3cc4ccccc4cc3O)n2CCOC)s1	-1.9	-4	2	8	1.1	-0.3	4	2	0.9
COc1ccc(C2C(C#N)=C(N)Oc3c2ccc2cccnc32)cc1OC (configuration not stated)	-6.2	-4	-2	12	x	0.4	7	2	3.8
Cc1oc(-c2ccccc2Cl)nc1CS(=O)CC(=O)NCc1cccs1 (configuration not stated)	-1.7	-3	0	-4	0.7	-0.8	-5	-2	-0.9
COC(=O)c1cccc(NS(=O)(=O)c2ccc(NC(C)=O)cc2)c1C	-3.4	7	1	-8	-0.9	-0.2	-8	1	3.2
O=C(Cc1ccccc1F)OCC(=O)N1CCN(C(=O)c2ccco2)CC1	0.5	-5	-1	1	x	-1.9	3	-14	-0.8
CC(C)(C)C(=O)N1NC(=Nc2ccccc2)SC1(C)C	-1.1	7	2	11	0.7	x	2	x	0.4
COc1ccc(NC(=O)CSc2nnc(-c3ccccn3)n2N)cc1	-4.0	-1	-2	1	-0.2	34*	-9	35*	1.1
Cc1ccc(C)c2[nH]c(=O)c(CN(Cc3cccs3)C(=S)NCc3ccco3)cc12	-1.6	1	1	-18	2.3	-0.4	-5	1	1.4
COC(=O)C1=C(c2ccc(F)cc2OCc2ccccc2)C[C@@H]2CC[C@H]1N2C(=O)NC1CCN(Cc2ccccc2)CC1	-4.8	-9	1	9	0.0	-0.3	4	-3	1.6
O=S(=O)(c1cc(-c2nnc(-c3ccc(Br)cc3)o2)ccc1Br)N1CCCCCC1	-0.7	x	2	x	-2.9	-1.0	12	-4	-0.2
Next part
SMILES	FadD28 binding	PrPC surface inh	FBA Mtb inh	CCHFV vOTU inh	BioA inh	BoNT-A LC inh2	GDH-TPI counter	BoNT-F LC inh	Mtb UGM inh
O=C(Nc1cccnc1)c1ccc2snnc2c1	-4.4	-6	2	-1	24	0.3	0	-2	1.9
CCN(CC)CCOC(=O)c1ccc(NC(=O)CSc2nnc(-c3cccs3)n2CC)cc1	0.2	0	1	2	0.7	0.6	2	-8	x
O=C1C=C(c2cccc(CO)c2)C[C@@H](c2ccc(F)cc2)C1	-3.7	-11	5	-11	4.4	-0.1	1	4	-2.2
CC(C)=NOc1nc(NC(=O)NS(=O)(=O)c2ccccc2Cl)nc(N(C)C)n1	-0.3	-1	3	-7	-0.7	x	30	x	-2.7
CN(C(=O)CSc1nc(C2CC2)n(-c2ccccc2)n1)C1CCS(=O)(=O)C1 (configuration not stated)	-1.3	-1	2	0	-0.8	x	5	x	x
COC(=O)[C@H](Cc1ccc(O)cc1)NC(=O)Cn1ccc(NC(=O)OCc2ccccc2)nc1=O	0.4	-8	-1	0	0.4	0.4	-5	-10	-3.3
O=S(=O)(Cc1ccccc1)Nc1ccccc1Br	-2.8	5	-1	0	-0.9	-1.1	-8	u	-0.7
CCN1C(=O)[C@H]2[C@H]3CN=C(SCc4ccc(Cl)cc4)N3[C@@](CC)(C(=O)OC)[C@H]2C1=O	-1.3	0	3	-7	0.5	-0.4	10	-6	x
CC1(C)CC(C)(O)P(=O)(c2ccccc2)O1 (configuration not stated)	0.8	2	-1	-5	-0.5	0.2	15	2	-1.1
COCCn1c(C)cc(C(=O)COc2nc3ccccc3nc2C)c1C	0.2	18	3	27	-0.5	-0.7	30	-11	-0.7
O=C1CC(c2nc3ccccc3[nH]2)CN1c1cccc(C(F)(F)F)c1 (configuration not stated)	-5.2	-4	1	10	4.7	0.7	-10	-5	1.3
FC(F)(F)c1ccc(N2CCN(c3ncnc4c3nnn4Cc3ccccc3)CC2)nc1	-3.0	2	1	-11	0.1	-0.4	2	-5	-0.1
Cc1ccc(C2NC(=O)c3ccccc3O2)cc1 (configuration not stated)	-5.4	-2	1	-8	-2.2	0.0	-4	-29	-1.0
O=C(N/N=C/c1ccccn1)c1ccncc1	1.9	1	0	-4	-0.1	-1.1	6	-17	0.2
Cc1ccc(OCC(=O)N2CCCCCC2)c(C)c1	-0.2	-2	0	4	0.3	-0.6	-1	-8	1.5
CN(C)S(=O)(=O)c1ccc(/C(O)=C2/C(=O)C(=O)N(Cc3cccnc3)C2c2ccncc2)cc1 (configuration not stated)	-0.8	-16	-2	2	-0.6	-3.3	19	-7	-0.8
O=C1C(Cl)=C(NCCc2ccccc2)C(=O)N1CCc1ccccc1	-2.4	-2	4	1	-0.7	1.2	-1	-8	-1.0
O=C(CN1C(=O)c2ccccc2S1(=O)=O)NCCSC1CCCCC1	-1.8	-4	-1	4	-4.1	0.0	13	-8	0.1
CSCCC(NC(=O)COc1ccccc1)C(=O)OCC(=O)c1ccccc1 (configuration not stated)	-2.2	4	-1	-6	-0.4	-49	0	-71	1.4
COC(=O)C1(CC2CC(c3ccccc3)=NO2)CCN(C(=O)OC(C)(C)C)CC1 (configuration not stated)	-3.5	5	-1	2	-0.4	-0.7	1	-2	0.2

By substructure, the entries above containing an aryl thioether with sulfur outside any ring.
SMILES	FadD28 binding	PrPC surface inh	FBA Mtb inh	CCHFV vOTU inh	BioA inh	BoNT-A LC inh2	GDH-TPI counter	BoNT-F LC inh	Mtb UGM inh
C=CCn1c(SC(C)C(=O)NCc2ccc3c(c2)OCO3)nnc1C1CCCCC1 (configuration not stated)	-3.3	1	1	6	x	1.0	11	4	-2.6
CCOc1ccc2nc(SCC(=O)NC(=O)C(C)C)sc2c1	-1.3	1	-1	9	-2.7	0.9	4	-9	x
C=CCn1c(SCCN2CCCC2)nc2c([nH]c3ccccc32)c1=O	-2.6	1	1	2	x	-0.2	8	0	-2.0
CCc1nnc(NC(=O)CSc2nnc(-c3cc4ccccc4cc3O)n2CCOC)s1	-1.9	-4	2	8	1.1	-0.3	4	2	0.9
COc1ccc(NC(=O)CSc2nnc(-c3ccccn3)n2N)cc1	-4.0	-1	-2	1	-0.2	34*	-9	35*	1.1
CCN(CC)CCOC(=O)c1ccc(NC(=O)CSc2nnc(-c3cccs3)n2CC)cc1	0.2	0	1	2	0.7	0.6	2	-8	x
CN(C(=O)CSc1nc(C2CC2)n(-c2ccccc2)n1)C1CCS(=O)(=O)C1 (configuration not stated)	-1.3	-1	2	0	-0.8	x	5	x	x
